Screening data as filed in PubChem BioAssay.
p97 inhibitor: blocks human p97 ATPase activity; P55072; recombinant p97 ATPase, Kinase-Glo ATP luminescence, 3 h; inhibition, % at 8 µM; 220,000 compounds, 0.42% hits; AID 1481; in the data active = inhibition above about 15%;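 also: 0% = DMSO vehicle and 100% = wells lacking enzyme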
Runt-SMMHC FRET: Runt domain-CBFb-SMMHC interaction inhibition | Cerulean-Runt/Venus-CBFb-SMMHC FRET ratio 530/480, 1 h | Q01196+Q13951 | inhibition, % at 20 µM | 220,000 compounds, 0.74% hits;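 active = mean inhibition across duplicate retests at 20 µM reaching about 50%, limit read from the data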;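 also: 0% = DMSO wells and 100% = wells with excess untagged CBFb-SMMHC; inhibitors lower the FRET ratio by blocking Runt binding to CBFb-SMMHC; some results filed as inactive read as strong as hits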
Target sequence (Q01196 whole entry, looked up, the tested form may be a part): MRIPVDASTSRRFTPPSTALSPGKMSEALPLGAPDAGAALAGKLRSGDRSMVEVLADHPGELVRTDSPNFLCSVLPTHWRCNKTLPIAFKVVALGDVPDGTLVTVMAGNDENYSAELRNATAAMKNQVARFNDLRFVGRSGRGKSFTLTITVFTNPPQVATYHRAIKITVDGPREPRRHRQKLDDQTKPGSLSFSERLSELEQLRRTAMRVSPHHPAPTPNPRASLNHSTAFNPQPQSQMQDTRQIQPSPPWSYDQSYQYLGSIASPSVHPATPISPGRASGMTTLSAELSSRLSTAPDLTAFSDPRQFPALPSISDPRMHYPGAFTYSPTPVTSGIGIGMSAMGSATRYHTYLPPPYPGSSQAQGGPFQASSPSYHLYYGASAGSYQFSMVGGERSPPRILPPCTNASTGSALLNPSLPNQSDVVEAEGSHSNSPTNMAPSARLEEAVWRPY
Target sequence (Q13951 whole entry, looked up, the tested form may be a part): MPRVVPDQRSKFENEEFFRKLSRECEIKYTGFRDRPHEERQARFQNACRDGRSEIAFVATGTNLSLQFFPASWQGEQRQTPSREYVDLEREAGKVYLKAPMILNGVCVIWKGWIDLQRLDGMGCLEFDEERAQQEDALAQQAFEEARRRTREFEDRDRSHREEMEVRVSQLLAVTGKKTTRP
NPY-Y1 antag: NPY-Y1 (human) receptor antagonism | P25929 | HEK293-CNG Y1 cells, membrane potential fluorescence; NPY at EC95, then isoproterenol | inhibition, % at 3.6 µM | 200,000 compounds, 1% hits | AID 1040;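 active = inhibition above the campaign mean inhibition of all tested compounds plus 3 SD, cut at about 20% in these data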;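 also: 0% = DMSO wells given NPY plus isoproterenol and 100% = isoproterenol alone without NPY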
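Material: HEK293 Y1/CNG channel cell line | Also added: NPY (25 nM), isoproterenol (1 µM), Ro 20-1724 (25 µM) | Compound: One concentration, 3.6 µM, in 0.4% DMSO | Schedule: 3 h dye uptake, 1 h room-temperature compound, 45 min post-isoproterenol | Signal: Membrane-potential fluorescent dye readout | Read-out: % inhibition of NPY effect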
Runt-CBFb FRET: inhibitors of human RUNX1 Runt domain binding to CBFb | Q01196+Q13951 | Cerulean-Runt/Venus-CBFb FRET ratio 530/480, 1 h | inhibition, % at 20 µM | 220,000 compounds, 0.46% hits | AID 1496;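 active = inhibition over about 50% at 20 µM in the single-dose screen, limit read from the data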;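 also: 0% = DMSO wells and 100% = excess unlabeled CBFb competitor control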
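Assay system: Cerulean-Runt domain fusion protein, energy donor; Signal: fluorescence energy transfer, 422 nm excitation, 530/480 nm emission; Timing: 1 h compound exposure, room temperature; Control set: unlabeled CBFb; Medium: Tris buffer pH 7.5 with salts and BSA; Compound: single test concentration of 20 µM, 1% DMSO final; Probe or stimulus: Venus-CBFb 100 nM.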
NPY-Y2 PAM-ag: potentiates or activates human NPY-Y2 receptor | P49146 | cells expressing NPY-Y2, potentiator/agonist read-out | activation, % at 3.6 µM | 220,000 compounds, 0.45% hits | AID 1359; in the data active = activation above about 27%;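 also: cells stimulated with NPY near EC25 plus isoproterenol at EC100; 0% = vehicle plus submaximal agonist and 100% = vehicle plus saturating agonist; some results beyond the cut were filed as inactive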
Target sequence (P49146 whole entry, looked up): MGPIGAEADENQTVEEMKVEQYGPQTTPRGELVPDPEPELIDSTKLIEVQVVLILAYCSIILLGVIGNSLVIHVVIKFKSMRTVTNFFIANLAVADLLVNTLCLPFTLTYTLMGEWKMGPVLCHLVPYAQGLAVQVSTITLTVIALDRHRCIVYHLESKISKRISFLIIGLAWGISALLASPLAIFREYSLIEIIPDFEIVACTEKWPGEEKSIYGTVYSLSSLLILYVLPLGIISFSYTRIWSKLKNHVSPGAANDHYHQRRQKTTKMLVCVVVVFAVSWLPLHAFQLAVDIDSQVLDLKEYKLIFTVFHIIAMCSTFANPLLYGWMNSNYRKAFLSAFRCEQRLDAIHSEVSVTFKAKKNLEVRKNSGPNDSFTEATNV
NPY1 pot ag: potentiates or activates human NPY-Y1 receptor. NPY-Y1 expressing cells, potentiator/agonist activation. AID 1304. activation, % at 3.6 µM. 220,000 compounds, 0.37% hits. P25929; in the data active = activation above about 33%, passing the limit was not always enough;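 also: cells stimulated with NPY at EC10 then isoproterenol at EC100; 0% = low agonist plus stimulus and 100% = saturating agonist plus stimulus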
MDM2 E3 inh: inhibitors of human Mdm2 E3 ubiquitin ligase | signal enhancement, % at 5 µM | Q00987 | cell-based MDM2 ubiquitination luciferase reporter, 2 h; 0 = plate control, 100 = twice control, blank-subtracted | 210,000 compounds, 0.11% hits;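 active = signal enhancement of 30% or more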;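 also: luminescence tracks abundance of the self-degrading MDM2-luciferase fusion protein; higher signal means inhibition of MDM2 E3 ligase activity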
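Material: Stable MDM2–luciferase fusion reporter cells | Amount: 2000 cells seeded into each well | Dosing: One concentration, 5 µM, with 0.2% DMSO | Incubation: 4 h cell settling then 2 h compound exposure, 37 °C | Measured by: Luciferase luminescence | Read-out basis: % enhancement relative to plate controls after blank subtraction | Benchmarks: Control and blank well means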
Hck Nef HTS: inhibitors of human Hck kinase activated by Nef; P08631; Recombinant Hck-YEEI plus Nef, Z-Lyte FRET kinase assay; inhibition, % at 20 µM; 220,000 compounds, 0.68% hits; AID 463187;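 active = Hck-Nef kinase inhibition above about 50%, limit read from the data; inactive = inhibition below that limit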;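 also: 0% = DMSO with Hck plus Nef and 100% = Hck alone without Nef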
RBBP9 inh: blocks human serine hydrolase RBBP9; O75884; recombinant RBBP9, FP-Rh probe fluorescence polarization; inhibition, % at 7.94 µM; 220,000 compounds, 0.2% hits;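 active = inhibition above the campaign mean of all tested compounds plus 3 SD, cut at about 14% in these data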;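 also: plate controls were DMSO wells with RBBP9 for no effect and wells lacking RBBP9 protein for full effect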
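Test system: recombinant human RBBP9; Timing: 30 min then 45 min, 25 °C; Detection: fluorescence polarization; Control set: RBBP9 with DMSO as uninhibited control, no-protein wells as full inhibition; Compound dosing: one concentration, 7.94 µM nominal, 0.794% DMSO; Probe or stimulus: FP-Rh activity-based probe, 375 nM before mixing.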
* hit, by the source's call; / = no result given.

# | Compound | NPY-Y1 antag | p97 inhibitor | Runt-CBFb FRET | RBBP9 inh | Hck Nef HTS | NPY1 pot ag | MDM2 E3 inh | Runt-SMMHC FRET | NPY-Y2 PAM-ag
1 | CCn1c(SCC(=O)Nc2cc(C)on2)nc2c1c(=O)n(C)c(=O)n2C | -1 | -6 | -2 | -4 | -1 | -8 | 24 | 1 | -12
2 | CCOc1ccc(N(Cc2ccc(OC)c(OC)c2)C(=O)c2ccco2)cc1 | 5 | -2 | -1 | -8 | 9 | -10 | -15 | 2 | -2
3 | COC(=O)CCCC1=CC2=CC(=O)C(C)(OC(=O)c3cccs3)C(=O)C2=CN1Cc1ccco1 (stereo unspecified) | / | / | 4 | / | 17 | / | -7 | -4 | /
4 | CC1=CC(=O)N(c2ccn(C)n2)C1=O | / | 10 | 4 | 2 | -4 | -8 | -11 | -8 | -14
5 | COC(=O)C(NC(=O)c1ccccc1)=C(C)C | 2 | 6 | 0 | 4 | -2 | -7 | -6 | 1 | -2
6 | CCOC(=O)c1ccc(NC(=O)CCc2nc(-c3ccccc3)no2)cc1 | -1 | 1 | -3 | -11 | 5 | 26 | -12 | 1 | 13
7 | c1ccc(-c2cc(-c3nnc4sc(-c5ccccn5)nn34)[nH]n2)cc1 | 3 | 5 | -3 | -17 | 3 | -3 | -9 | -1 | -2
8 | COc1cccc(NC(=O)Nc2c(C)n(C)n(-c3ccccc3)c2=O)c1 | 0 | -2 | 2 | -4 | -23 | -8 | -71 | -3 | 1
9 | O=C(CCCOc1ccccc1)NCCc1nc2ccccc2[nH]1 | -3 | 5 | 1 | -3 | 21 | -7 | -7 | 3 | -8
10 | O=C(O)c1cc(NC(=O)c2ccccc2[N+](=O)[O-])ccc1O | 3 | 7 | 2 | -12 | 22 | 7 | 0 | -2 | 2
11 | CC(NC(=O)C(NC(=O)C(Cc1c[nH]c2ccccc12)NC(=O)OC(C)(C)C)C(C)C)C(N)=O (stereo unspecified) | -4 | 0 | -1 | -3 | -8 | -7 | -13 | 0 | 1
12 | O=C(CCC1CCCN(C(=O)c2ccco2)C1)NCc1ccccc1F (stereo unspecified) | 1 | 1 | -1 | 1 | 8 | -5 | -26 | 1 | -4
13 | CC1CC(=O)C2=C(C1)Nc1ccccc1N(C(=O)COc1ccccc1)C2c1ccco1 (stereo unspecified) | 12 | 9 | -2 | -3 | 0 | 3 | 0 | -2 | -8
14 | Nc1ccc(CC2SC(=O)NC2=O)cc1 (stereo unspecified) | 3 | 4 | 2 | 8 | -1 | -5 | -40 | 2 | 16
15 | Cc1ccc(/C=C/C(=O)NCc2ccco2)o1 | -3 | 9 | 26 | -3 | 4 | -12 | -4 | 17 | -3
16 | C[C@H](NC(=O)c1ccco1)C(=O)Nc1ccc2c(c1)OCO2 | 2 | 4 | 1 | 0 | 2 | -2 | -19 | -4 | -9
17 | O=C(CSc1ncnc2scc(-c3ccccc3)c12)Nc1ccc(C(=O)O)cc1 | / | 20* | -1 | -5 | 2 | 12 | -3 | -10 | 5
18 | COc1ccc2c(c1)/C(=N/OC(=O)c1cccs1)CCC2 | 11 | -6 | -5 | -7 | 19 | -15 | -9 | -1 | -7
19 | COC(=O)c1sc2ncn(N)c(=O)c2c1C | / | 1 | -2 | -2 | 4 | 4 | / | -2 | -16
20 | COc1ccc(C2NCCc3c2[nH]c2ccccc32)cc1COc1ccc(F)cc1 (stereo unspecified) | 7 | 5 | -2 | -4 | 0 | -16 | -16 | -5 | 13
21 | CCn1ccc(C(=O)Nc2ccc(N(C)C(C)=O)cc2)n1 | 1 | 4 | -2 | -8 | 0 | 4 | -18 | -3 | -3
22 | O=C(CN1C(=O)c2ccccc2S1(=O)=O)N1CCN(c2cccc(Cl)c2)CC1 | -1 | 3 | / | 3 | -1 | 18 | / | / | 8
23 | CN(C)C(=O)c1c(-c2ccccc2)oc2ccc(O)cc12 | 3 | -3 | 2 | -6 | 4 | 20 | -9 | -2 | 16
24 | CCCCCOC(=O)C1=C(C)Nc2ncnn2C1c1cccs1 (stereo unspecified) | 2 | -1 | 1 | -2 | -2 | 16 | -6 | 0 | 5
25 | O=C(CN(c1ccc2c(c1)OCCO2)S(=O)(=O)c1ccccc1)NCC1CCCO1 (stereo unspecified) | 2 | 6 | 3 | -5 | 10 | -4 | -11 | -6 | 7
26 | CC(=O)Nc1nc2ccccc2n1Cc1ccc(Cl)cc1 | / | 8 | 1 | -3 | 9 | 3 | -15 | -2 | 3
27 | CCN(CC)CCNC(=O)c1cc2c(-c3ccc(Cl)cc3)nn(C)c2s1 | 10 | -2 | 1 | -12 | 1 | -9 | -8 | 1 | -13
28 | COc1ccccc1N1CC(O)=C(c2nc3ccccc3c(=O)[nH]2)C1=N | -1 | 4 | 2 | -4 | 19 | 7 | -2 | 2 | 7
29 | CCOC(=O)c1cc([N+](=O)[O-])sc1N | 8 | 4 | -2 | 3 | 3 | 16 | 5 | 0 | -2
30 | Cc1ccc(CN2C(=O)CCC2C(=O)N2CCN(c3ccc(F)cc3)CC2)cc1 (stereo unspecified) | 0 | -8 | -3 | -14 | -1 | 12 | -7 | -4 | 12

Laid out differently: results already given.
8: COc1cccc(NC(=O)Nc2c(C)n(C)n(-c3ccccc3)c2=O)c1
  NPY-Y1 antag = 0
  p97 inhibitor = -2
  Runt-CBFb FRET = 2
  RBBP9 inh = -4
  Hck Nef HTS = -23
  NPY1 pot ag = -8
  MDM2 E3 inh = -71
  Runt-SMMHC FRET = -3
  NPY-Y2 PAM-ag = 1
9: O=C(CCCOc1ccccc1)NCCc1nc2ccccc2[nH]1
  NPY-Y1 antag = -3
  p97 inhibitor = 5
  Runt-CBFb FRET = 1
  RBBP9 inh = -3
  Hck Nef HTS = 21
  NPY1 pot ag = -7
  MDM2 E3 inh = -7
  Runt-SMMHC FRET = 3
  NPY-Y2 PAM-ag = -8
10: O=C(O)c1cc(NC(=O)c2ccccc2[N+](=O)[O-])ccc1O
  NPY-Y1 antag = 3
  p97 inhibitor = 7
  Runt-CBFb FRET = 2
  RBBP9 inh = -12
  Hck Nef HTS = 22
  NPY1 pot ag = 7
  MDM2 E3 inh = 0
  Runt-SMMHC FRET = -2
  NPY-Y2 PAM-ag = 2
11: CC(NC(=O)C(NC(=O)C(Cc1c[nH]c2ccccc12)NC(=O)OC(C)(C)C)C(C)C)C(N)=O (stereo unspecified)
  NPY-Y1 antag = -4
  p97 inhibitor = 0
  Runt-CBFb FRET = -1
  RBBP9 inh = -3
  Hck Nef HTS = -8
  NPY1 pot ag = -7
  MDM2 E3 inh = -13
  Runt-SMMHC FRET = 0
  NPY-Y2 PAM-ag = 1

Following part
# | Compound | NPY-Y1 antag | p97 inhibitor | Runt-CBFb FRET | RBBP9 inh | Hck Nef HTS | NPY1 pot ag | MDM2 E3 inh | Runt-SMMHC FRET | NPY-Y2 PAM-ag
31 | Cc1ccc(CSc2nnc(SCC(=O)N/N=C/c3ccc(C(=O)O)cc3)s2)cc1 | / | 1 | 0 | 5 | 35 | 1 | -47 | -2 | 16
32 | NC(=O)C1CCN(C(=O)CSc2nc3ccccc3[nH]2)CC1 | -4 | 3 | 2 | 2 | 4 | 18 | -4 | -4 | -3
33 | COC(=O)c1cc(NS(=O)(=O)c2ccc(OC)c(OC)c2)ccc1Cl | 4 | -1 | 1 | 2 | 0 | -7 | -6 | 0 | -3
34 | Cc1ccnc(NS(=O)(=O)c2ccc(NC(=O)c3ccc([N+](=O)[O-])s3)cc2)n1 | 2 | 6 | 0 | 7 | 26 | -9 | -7 | 1 | 1
35 | CCOC(=O)c1nnc2ccnn2c1N | 0 | 3 | 0 | -4 | 0 | 19 | -17 | 3 | -10
36 | N#CCN1CCN(CC(=O)c2ccc(Br)cc2)CC1 | / | -1 | -1 | -4 | -7 | -20 | -14 | -2 | -19
37 | Cc1cc(C)n2nc(C(=O)N(C)C(c3ccccc3)c3ccccc3)nc2n1 | -3 | -3 | -2 | -1 | 13 | 16 | -1 | 1 | 13
38 | Cc1cccc(OCc2nc(C#N)c(NCc3ccc4c(c3)OCO4)o2)c1 | 12 | -10 | 0 | -8 | 0 | -32 | -8 | -5 | -23
39 | O=C(Cc1c[nH]c2ccccc12)Nc1nccs1 | -1 | 1 | -2 | -8 | 0 | -9 | -19 | 0 | -4
40 | COc1ccc(OC)c(-n2nnnc2SCC(=O)NCCc2ccccc2)c1 | -1 | -3 | 2 | -12 | -1 | -1 | -5 | -2 | -8
41 | COc1cccc(-c2n[nH]c3c2CCC3)c1 | -3 | 0 | 0 | -10 | 18 | 11 | -14 | -2 | 0
42 | COc1cccc(/C=N/Nc2nc3ccccc3[nH]2)c1O | / | 14 | 5 | -1 | 3 | 6 | -18 | -8 | -12
43 | Cc1cccc(NC(=O)C2(c3cccs3)CCOCC2)c1 | -3 | -6 | -2 | -5 | 2 | -10 | -2 | 3 | 7
44 | COc1ccc(/C=N/NC(=O)Cc2csc(Nc3cccc(C(F)(F)F)c3)n2)c(OC)c1 | -4 | -3 | -2 | -10 | -1 | -7 | -18 | 3 | -11
45 | Cc1cc(C)cc(N(CCC(=O)Nc2nnc(C3CC3)s2)S(=O)(=O)c2ccc(Cl)cc2)c1 | 2 | 1 | -2 | -6 | 1 | -5 | -17 | -8 | 3
46 | COc1ccccc1N(C)S(=O)(=O)c1ccc(C(=O)NC2CCCCCC2)cc1 | / | 0 | 0 | 0 | 0 | 1 | -20 | -6 | -27
47 | Cc1ccc(CN2CCN(C(=O)C3CCC3)CC2)cc1 | -2 | 0 | -35 | -3 | 16 | -1 | 11 | -1 | 13
48 | COC(=O)c1cc(NS(=O)(=O)c2ccc(N3CCOCC3)c([N+](=O)[O-])c2)cc(C(=O)OC)c1 | 5 | -6 | -1 | -6 | 0 | -52 | -11 | -4 | -20
49 | COc1ccc(NC(=O)CSc2nc(-c3ccc(C)cc3)cc(C(F)(F)F)c2C#N)cc1 | -5 | 2 | / | -7 | 5 | -14 | -8 | -39 | 1
50 | Cc1ccc(NC(=O)N(Cc2nc3ccccc3c(=O)[nH]2)Cc2cccs2)cc1 | -5 | 1 | -1 | 4 | 0 | -37 | -4 | 3 | -4

Down the list, quoted from above:
Nos. 41–50 in p97 inhibitor read 0, 14, -6, -3, 1, 0, 0, -6, 2, 1
